Source: PubChem BioAssay (several laboratories)
PMI act satM6P – PMI (human) activation, high substrate. coupled PMI enzyme assay, resazurin fluorescence, 20 min; hits give high values; 1 = untreated enzyme, 0 = substrate-free blank. activation factor at 20 µM. 190,000 tested, 0.34% active. AID 1216;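 active means activation factor of 2 or more at 20 µM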
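Test system: human phosphomannose isomerase with PGI, G6PDH, diaphorase coupling enzymes; Amount: PMI at 15 ng/mL final; Reagent: Mannose-6-phosphate 1.0 mM (near-saturating) plus 0.22 mM NADP+; Timing: 20 min, room temperature; Technique: resorufin fluorescence at Ex 544/Em 590 nm; Dosing: 20 µM single dose.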
G6PDH CS – L. mesenteroides G6PDH inhibition counter-screen; 200,000 tested, 0.12% active; Purified L. mesenteroides G6PDH, diaphorase/resazurin coupled fluorescence, 45 min; inhibition, % at 5 µM; in the data active means inhibition above about 50%
Diaphorase inh – counter-screen for diaphorase-based assays: diaphorase inhibitors and chemical oxidizers | diaphorase resazurin-to-resorufin fluorescence, NADH, 16 min; bacterial (C. kluyveri) enzyme, not human | inhibition, % at 20 µM | 190,000 tested, 0.69% active;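 active means primary screen inhibition at 20 µM above a set limit, cut at about 50% in these data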;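 further: plate controls were DMSO with full reaction for no effect and wells lacking NADH for full effect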
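material = Clostridium kluyveri diaphorase enzyme | amount = 0.14 U/mL diaphorase, enzyme working solution | schedule = incubation 16 min, room temperature | detection = fluorescence of resorufin formed from resazurin, Ex 544/Em 590 nm | benchmarks = positive control minus NADH, DMSO neutral control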
Efa HMGR inh – blocks class II HMG-CoA reductase of Enterococcus faecalis | purified E. faecalis HMGR, NADPH absorbance 340 nm kinetic | inhibition, % at 10 µM | 190,000 tested, 0.41% active;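 active means inhibition above a set limit, the median over all tested compounds plus 3 SD, cut at about 9.5% in these data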;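 further: enzyme runs in reverse so mevalonate oxidation gives rising NADPH absorbance; 0% = complete reaction with DMSO and 100% = background rate lacking mevalonate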
TNAP act hiacc – TNAP (human) activation, high acceptor; 200,000 tested, under 10 active; AID 1136; activation factor at 20 µM; purified TNAP, CDP-star luminescence, 1 M DEA, 30 min; hits give high values; 0 = EDTA background, 1 = DMSO-only activity; P05186;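 active means activation factor at least 2 at 20 µM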
Target sequence (P05186 whole entry, looked up): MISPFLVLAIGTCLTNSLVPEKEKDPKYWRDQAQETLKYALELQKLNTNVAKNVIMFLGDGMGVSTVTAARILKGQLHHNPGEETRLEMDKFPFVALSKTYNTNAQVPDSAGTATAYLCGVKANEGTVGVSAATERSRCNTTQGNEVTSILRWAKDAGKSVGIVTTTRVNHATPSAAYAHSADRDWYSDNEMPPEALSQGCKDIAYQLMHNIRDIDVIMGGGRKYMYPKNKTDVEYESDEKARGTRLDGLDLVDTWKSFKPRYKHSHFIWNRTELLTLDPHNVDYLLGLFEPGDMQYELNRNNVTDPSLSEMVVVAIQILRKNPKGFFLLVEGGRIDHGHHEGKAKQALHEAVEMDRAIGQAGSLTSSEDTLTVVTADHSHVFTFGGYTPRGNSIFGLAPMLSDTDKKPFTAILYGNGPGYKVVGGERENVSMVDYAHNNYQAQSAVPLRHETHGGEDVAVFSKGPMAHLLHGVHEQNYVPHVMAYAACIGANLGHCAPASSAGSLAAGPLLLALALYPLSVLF
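Assay system: human TNAP; Input: enzyme diluted 1/800 final; Reagent: CDP-star luminogenic substrate at 100 µM final; Timing: 30 min, room temperature; Signal: luminescence; Evaluation: TNAP activation factor scaled between EDTA and DMSO control wells.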
PMI act – increases human mannose-6-phosphate isomerase activity; P34949; purified human PMI, coupled resazurin fluorescence, 20 min; hits give high values; 1 = vehicle control, 0 substrate-free wells; activation factor at 20 µM; 190,000 tested, 0.005% active; AID 1214;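 active means activation factor of 2 or more at 20 µM, relative to plate controls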
Diaph act CS – activates diaphorase or chemically reduces, flagging diaphorase assay artifacts | AID 1229 | activation factor at 20 µM | 190,000 tested, 0.005% active | Diaphorase/resazurin coupled assay, resorufin fluorescence, 16 min; hits give high values; 1 = vehicle wells, 0 = NADH-free wells;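 active means diaphorase activity raised at least twofold by the compound at 20 µM; inactive means activation factor below 2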
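Material: purified diaphorase enzyme from Clostridium kluyveri; Also added: 0.114 mM NADH and 0.1 mM resazurin, final amounts; Doses: single compound dose of 20 µM, 1% DMSO final; Times: 16 min enzyme reaction, ambient temperature; Detection: resorufin fluorescence, excitation 544 nm, emission 590 nm; Measure: increased resorufin signal from activators or reducing compounds.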
TNAP inh noacc – TNAP (human) inhibition, acceptor-free conditions. P05186. 200,000 tested, 0.26% active. inhibition, % at 20 µM. AID 1012. purified TNAP, CDP-star luminescence, 30 min;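 active means tissue-nonspecific alkaline phosphatase inhibition above about 50% at 20 µM in the single-dose screen, limit read from the data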;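 further: 0% = DMSO negative control and 100% = EDTA positive control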
FLuc stim CS – affects firefly luciferase, flagging false hits in luciferase stimulation screens; P08659; ATPlite luciferase biochemical, luminescence, 10 min; 0 = ATP-free wells, 1 = DMSO control; activation factor at 10 µM; 200,000 tested, under 10 active;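 active means luciferase activation factor, scaled between plate controls, of at least 2 with compound at 10 µM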
Target sequence (P08659 whole entry, looked up): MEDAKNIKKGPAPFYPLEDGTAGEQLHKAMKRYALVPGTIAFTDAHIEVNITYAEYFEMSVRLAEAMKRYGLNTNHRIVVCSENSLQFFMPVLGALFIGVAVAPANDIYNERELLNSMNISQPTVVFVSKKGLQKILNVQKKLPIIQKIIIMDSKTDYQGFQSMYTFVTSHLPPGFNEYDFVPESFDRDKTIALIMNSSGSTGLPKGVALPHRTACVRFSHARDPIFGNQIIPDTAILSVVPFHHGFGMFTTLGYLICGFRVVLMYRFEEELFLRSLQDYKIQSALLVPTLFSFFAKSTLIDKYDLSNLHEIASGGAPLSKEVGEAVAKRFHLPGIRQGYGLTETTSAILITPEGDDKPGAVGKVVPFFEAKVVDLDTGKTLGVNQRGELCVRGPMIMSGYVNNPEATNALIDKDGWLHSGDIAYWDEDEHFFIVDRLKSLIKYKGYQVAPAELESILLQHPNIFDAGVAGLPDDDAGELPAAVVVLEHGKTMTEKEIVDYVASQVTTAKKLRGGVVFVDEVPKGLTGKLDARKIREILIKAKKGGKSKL
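assay system = Luciferase/luciferin detection reagent, cell-free biochemical luciferase assay | also added = ATP substrate | times = 10 min post-reagent at room temperature | measured by = luminescence from luciferase reaction | measure = luciferase activation, seen as luminescence increase over controls | benchmarks = low control with PBS replacing ATP, high control enzyme plus ATP without compound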
TNAP inh hi DEA – inhibitors of human TNAP at high phosphate acceptor concentration | inhibition, % at 20 µM | AID 1135 | P05186 | purified TNAP, CDP-star luminescence, 1 M DEA | 200,000 tested, 0.03% active;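 active means over 50% inhibition of tissue-nonspecific alkaline phosphatase at 20 µM in the single-dose screen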;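 further: plate controls were DMSO wells for no effect and EDTA-quenched wells as full inhibition for full effect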
* marks the source's active call; other numbers are inactive results.

SMILES	PMI act satM6P	G6PDH CS	Diaphorase inh	Efa HMGR inh	TNAP act hiacc	PMI act	Diaph act CS	TNAP inh noacc	FLuc stim CS	TNAP inh hi DEA
COc1c2c(nc3occc13)C(CC=C(C)C)(OC)C(O)CC2 (stereo unspecified)	1	5	12	3	1.1	1	0.9	-12	1	-6
O=C(/C=C/c1ccccc1)n1cnnc1SC/C=C/c1ccccc1	0.9	-5	17	-2	1	0.9	0.8	-13	1	-2
CC(C)NC(=O)Cc1ccc(Br)cc1	0.9	-18	10	-2	1	0.9	0.9	-9	1	-2
Cc1nnc(SCC(=O)Nc2ccc(Oc3ccccc3)cc2)n1N	1	2	14	-3	1.1	0.9	0.9	-14	1	-6
N#Cc1ccsc1NC(=O)CN1CCN(S(=O)(=O)c2ccccc2C(F)(F)F)CC1	1	2	17	-2	1	0.9	0.8	0	1.1	-2
O=c1[nH]c(=O)c2ncc(-c3ccc(Cl)cc3)nc2[nH]1	1	-3	-10	1	1	1.1	1.1	-61	1	0
O=C(NCc1cccs1)c1cc(-c2ccncc2)nc2ccc(Br)cc12	1	12	16	-2	1	0.9	0.8	-2	1	-3
Cc1cc(C)nc(CCNC(=O)c2cc(COc3ccc(F)cc3Cl)on2)n1	1	8	-10	0	1	1	1.1	-6	1	-4
Cn1c(Cl)c(/C=N/OC(=O)C2CC2)c2ccccc21	1	6	10	-2	1	0.9	0.9	3	1.1	-2
COCc1cc(C)nc(OCC(=O)N/N=C/c2ccco2)c1C#N	0.9	4	13	-2	1	0.9	0.9	-6	1.1	-3
COc1ccc(C(O)P(=O)(OCC(C)C)OCC(C)C)c(OC)c1 (stereo unspecified)	1	10	4	-1	1	1	1	2	1	-1
CCOC(=O)N1CCN(c2nc(C)c3c(n2)CC(C)CC3=O)CC1 (stereo unspecified)	1.1	2	8	-6	1	1	0.9	-12	1	-4
COCC(C)NCc1cccc([N+](=O)[O-])c1 (stereo unspecified)	1	7	15	-1	1	0.9	0.8	-10	1.1	-5
CC(=O)N(c1ccccc1)c1c(F)c(F)c(F)c(F)c1F	0.9	6	12	-2	1	0.9	0.9	-2	1	4
Cc1nnc(SCC(=O)N/N=C/c2cn(-c3ccccc3)nc2-c2ccccc2)n1-c1ccccc1	1	0	12	3	1	0.9	0.9	-2	1	-2
COc1cccc(C(=O)COc2cccc(NC(=O)c3cccc([N+](=O)[O-])c3)c2)c1	0.9	3	18	2	1.1	1	0.8	-15	1	-8
Cc1ccc(S(=O)(=O)c2ccc(Cl)cc2)cc1S(=O)(=O)N(C)CC(=O)O	1	5	9	-4	1.1	1.1	0.9	-8	1.1	-7
COc1cccc(N2CC(O)=C(c3ccccc3)C2=N)c1	0.9	9	3	-2	1	0.9	1	-7	1	0
CC(CNc1ccc([N+](=O)[O-])c2cccnc12)Nc1c([N+](=O)[O-])cc(C(F)(F)F)cc1[N+](=O)[O-] (stereo unspecified)	0.8	-2	10	2	0.9	0.9	0.9	1	1	14
CCN(CC)c1ccc(CN2CCCCCC2)cc1	0.9	3	-2	3	1.1	1	1	-5	1	-8
COC(=O)C(C)n1cnc2c(nnn2-c2cccc(Cl)c2)c1=O (stereo unspecified)	0.9	-1	14	1	1	1	0.9	-11	1	-1
CCOC(=O)c1sc(NC(=O)Nc2ccc(Cl)cc2)nc1C	1.1	2	-9	0	1.1	1.1	1.1	8	1	-10
C=CCn1c(SCC(=O)c2ccc(CNC(C)=O)o2)nc2scc(C3CC3)c2c1=O	1.3	0	22	-6	1	1.1	0.8	-4	1	2
CC(=O)c1sc(NC(=O)c2ccccc2F)nc1C	0.9	-6	16	0	1.1	0.9	0.8	-12	0.6	-5

Whole records from above.
CCOC(=O)c1sc(NC(=O)Nc2ccc(Cl)cc2)nc1C is listed as PMI act satM6P: 1.1; G6PDH CS: 2; Diaphorase inh: -9; Efa HMGR inh: 0; TNAP act hiacc: 1.1; PMI act: 1.1; Diaph act CS: 1.1; TNAP inh noacc: 8; FLuc stim CS: 1; TNAP inh hi DEA: -10
Cn1c(Cl)c(/C=N/OC(=O)C2CC2)c2ccccc21 is listed as PMI act satM6P: 1; G6PDH CS: 6; Diaphorase inh: 10; Efa HMGR inh: -2; TNAP act hiacc: 1; PMI act: 0.9; Diaph act CS: 0.9; TNAP inh noacc: 3; FLuc stim CS: 1.1; TNAP inh hi DEA: -2

Following part:
SMILES	PMI act satM6P	G6PDH CS	Diaphorase inh	Efa HMGR inh	TNAP act hiacc	PMI act	Diaph act CS	TNAP inh noacc	FLuc stim CS	TNAP inh hi DEA
Cc1ccsc1/C=N/Nc1nc(Cl)c(Cl)cc1Cl	0.9	3	12	-4	1	1	0.9	1	1	-2
CC(=O)N1CCN(c2nnnn2-c2ccccc2)CC1	1	-2	3	-4	1.1	1.1	1	-14	1.1	-10
Cc1nn(CC(=O)Nc2ccc3c(c2)nc2n3CCOC2)c(=O)c2ccccc12	1	3	3	-1	1	1	1	-3	1	-2
Cc1ccc(-n2ccc(=O)c(C(=O)O)n2)cc1	1.1	-2	7	-3	1.1	1	0.9	-18	1.1	-5
CCn1cc(CNC(=O)c2ccc(Cl)c([N+](=O)[O-])c2)c(C)n1	1	-6	2	-5	1	0.9	1	-10	1	3
Cc1coc(C)c1C(=O)CC1(O)C(=O)N(C)c2ccc(Cl)cc21 (stereo unspecified)	1	6	51*	-1	1	1.1	0.5	-7	1	-4
CCC(Sc1nc2ccccc2o1)C(=O)O (stereo unspecified)	1.1	5	3	0	1	1.3	1	-1	1.1	-1
O=C(NCc1ccncc1)C(=O)Nc1nc(C23CC4CC(CC(C4)C2)C3)cs1	0.9	10	14	-3	1	0.8	0.9	-68	1	-1
CC(C)(C)c1ccc(C(=O)NNC(=O)Cc2cccc3ccccc23)cc1	1	7	3	-2	1	1	1	-17	1	-3
COc1ccc(OC)c(/C=N\NC(=O)CSc2nnc(CCCc3ccc(OC)c(C)c3)o2)c1	0.9	4	15	-3	1	0.8	0.8	-8	1	-2
Cc1ccccc1C(=O)N1CCN(c2nc(N3CCOCC3)nc(N3CCOCC3)n2)CC1	0.8	23	6	-5	1	0.8	0.9	-9	1.1	-1
CCSc1nnc(NC(=O)[C@@H](NC(=O)c2ccc(C(C)(C)C)cc2)C(C)C)s1	1	-1	9	-3	1	0.9	0.9	0	1	-5
COc1ccc(Cl)cc1NC(=O)CN(C)CC(=O)Nc1ccc(Br)cc1	1	6	14	-2	1	1	0.9	-3	1	-4
Cc1cc(NS(=O)(=O)c2ccccc2)c(C)c(Cl)c1O	0.9	-1	21	0	1	1.1	0.8	-7	1.1	-3
CC(C)c1ccc(S(=O)(=O)c2cc3cc(Br)ccc3oc2=O)cc1	1.2	21	-2	-7	1	1.1	1	-14	1	0
COc1ccc(C(=O)NCCSCc2ccc(C)cc2)cc1	1	10	11	4	1	1	0.9	1	1.1	-1
CC(=O)c1ccc(NS(=O)(=O)c2ccc(C)cc2)cc1	0.9	8	13	-6	1.1	0.9	0.9	-2	1	-8
Cc1c(C(=O)NCc2ccoc2)oc2ccc3c(c12)C(=O)CC(C)(C)O3	1	-4	14	-9	1	1.1	0.9	0	0.5	3
O=C(COC(=O)C1CCN(S(=O)(=O)c2ccc3c(c2)OCCO3)CC1)Nc1ccc(C(F)(F)F)cc1	1	-6	4	-1	1.1	1	1	-55	1.2	-12
CC(C)n1nnnc1SCC(=O)N1CCN(C(=O)c2ccco2)CC1	0.9	-5	9	-6	1.1	0.9	0.9	-12	1.1	-6
O=C(C1CCCN(Cc2nc(-c3ccc(Cl)cc3)no2)C1)N1CCOCC1 (stereo unspecified)	1	11	6	-4	1.1	1	0.9	-13	1.1	-7
CC(C)NC(=S)NC(=O)/C=C/c1cccc2ccccc12	1	-2	8	-3	1	1	0.9	-8	1	-4
Clc1cc(CSc2ccccc2)nc(-c2ccccc2)n1	0.9	-18	5	-1	1	0.9	1	-15	1	2
CCCNC(=O)Nc1nccs1	0.9	12	12	0	1.1	0.8	0.9	-10	1	-10
CCOc1ccc(CN2CCN(Cc3nc4c(s3)CCCC4)CC2CCO)cc1 (stereo unspecified)	1	2	11	-4	1.1	0.9	0.9	-14	1	-7
Cc1ccc(S(=O)(=O)NC(CC(C)C)C(=O)N2CCC(C)CC2)cc1 (stereo unspecified)	1.1	8	-11	-6	1.1	1.1	1.1	-6	1	-8
COc1ccc(C2(CNC(=O)c3cccs3)CCOCC2)cc1	1	8	9	-10	1.1	1	0.9	-10	1.1	-6
CCc1ccc(-c2c(C)sc(NC(C)=O)c2C(N)=O)cc1	1	0	22	-1	1	0.9	0.8	-8	1.1	-3
O=C(COc1ccc(Cl)cc1Cl)Nc1ccccn1	0.9	-8	-1	1	1	0.9	1	-13	0	-4
O=Cc1ccccc1OS(=O)(=O)c1ccccc1	1	6	8	-2	1	0.9	0.9	-2	1	0
CCOc1ccc(C(=O)NC(=S)NC2CCCC2)cc1[N+](=O)[O-]	1	-6	17	2	1	1	0.8	-6	1.1	-3
N#C/C(=C\c1c(N2CCC(C(N)=O)CC2)nc2ccccn2c1=O)S(=O)(=O)c1ccccc1	1	7	10	0	1.1	1.1	0.9	-2	1.1	-9
O=C(COc1ccc(S(=O)(=O)NCc2ccccc2)cc1)N1CCOCC1	1.1	4	-13	-1	1	1.1	1.1	-10	1	-4
O=C(COC(=O)c1ccc2c(c1)OCO2)NCc1ccc2c(c1)OCO2	1	9	15	-6	1.1	1	0.8	-21	1	-7
CCOc1ccc(C(=O)c2cnc3ccccc3c2N2CCN(CC)CC2)cc1	1.1	2	-6	-1	1	1.4	1.1	-2	1	-1
C1=CC2CC1CC2CN1CCN(Cc2ccccc2)CC1 (stereo unspecified)	1.2	16	-8	-7	1.1	1.1	1.1	-1	1	-6
CC(C)c1ccc(O)c(N)c1	0.8	21	2	2	1.1	0.8	1	9	1	-5

An excerpt from above in order of heavy-atom count, largest number first.
SMILES	PMI act satM6P	G6PDH CS	Diaphorase inh	Efa HMGR inh	TNAP act hiacc	PMI act	Diaph act CS	TNAP inh noacc	FLuc stim CS	TNAP inh hi DEA
Cc1c(C(=O)NCc2ccoc2)oc2ccc3c(c12)C(=O)CC(C)(C)O3	1	-4	14	-9	1	1.1	0.9	0	0.5	3
O=C(/C=C/c1ccccc1)n1cnnc1SC/C=C/c1ccccc1	0.9	-5	17	-2	1	0.9	0.8	-13	1	-2
Cc1ccsc1/C=N/Nc1nc(Cl)c(Cl)cc1Cl	0.9	3	12	-4	1	1	0.9	1	1	-2
